KLF5 inh = kruppel-like factor 5 inhibition. DLD-1 KLF5 promoter-luciferase reporter, luminescence. inhibition, % at 5 µM. 290,000 compounds, 0.23% hits. AID 1700;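 active = inhibition above a per-plate limit of that plate's mean compound inhibition plus 3 SD, cut at about 60% in these data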;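 note: 0% = DMSO wells and 100% = LY294002 at 200 µM; higher means less KLF5 promoter-driven luciferase light; inactives centre near -14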
HSF1 inhib = HSF1 inhibition. 300,000 compounds, 0.77% hits. activity change, negative = inhibition, % at 7.5 µM (by protocol). NIH3T3-HGL HSE-luciferase, MG132-induced, luminescence 8 h; active compounds read low. AID 2098;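 active = more than half of replicate wells show activity change below -50%, luminescence cut by over half; inconclusive = some wells, but at most half, below -50%; inactive = no replicate well below -50%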;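 note: luciferase reports HSF-1 transcriptional activity via heat shock element; 0% = median of DMSO wells and -100% = zero luminescence signal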
IEC-6 cytotox = kills IEC-6 intestinal cells in KLF5 counter-screen; inhibition, % at 5 µM; 290,000 compounds, 0.78% hits; IEC-6 cytotoxicity, luminescence viability; in the data active = inhibition above about 22%;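 note: 0% = plate median of test compound wells and 100% = cytotoxic reference compound wells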
AI-2 QS modul = modulators of Vibrio harveyi AI-2 quorum sensing system; AID 2094; Vibrio harveyi JMH597 AI-2 luminescence/OD600 ratio, 9 h; active compounds read low; strain lacks LuxN and CqsS sensors; 0 = neutral-control median; 300,000 compounds, 0.4% hits; activity change, % at 7.5 µM; in the data active = activity change below about -75%, passing the limit was not always enough; inconclusive = no clear call, values can overlap the other calls;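 note: luminescence divided by OD600 gain over 9 h not by final OD600 alone; inactives centre near 13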
HSF-1 act = increases HSF-1 driven luciferase reporter signal | 300,000 compounds, 1.7% hits | NIH3T3-HGL HSF-1 luciferase reporter, MG132, 8 h; 100% = twice DMSO control signal | AID 504408 | activation, % at 9 µM;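 active = mean replicate activation of at least 50% with a set share of replicates each reaching 50%; inconclusive = only one of those two conditions met; inactive = mean below 50% and too few replicates reaching it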;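 note: 0% = median of the neutral control wells and 100% = twice that signal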
HSP90 refold inh = inhibitors of HSP90 luciferase refolding in rabbit reticulocyte lysate; luciferase refolding luminescence, 3 h; inhibition, % at 5.6 µM; 290,000 compounds, 0.91% hits; AID 1789;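 active = inhibition above the screen-wide mean plus 3 SD, computed separately per campaign, cut at about 16% in these data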;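 note: 0% = DMSO wells and 100% = 60 µM geldanamycin wells; inhibitors lower the luminescence because luciferase stays unfolded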
GSK3 alpha inh = blocks human GSK-3 alpha kinase; inhibition, % at 10 µM; AID 2650; ADP-Glo luminescence, 60 min; 320,000 compounds, 0.1% hits;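 in the data active = inhibition above about 50%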;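 note: GST-tagged GSK-3 alpha with peptide substrate and 25 µM ATP; 0% = DMSO neutral wells and 100% = GW8510 positive control wells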
Target sequence (P49840 whole entry, looked up): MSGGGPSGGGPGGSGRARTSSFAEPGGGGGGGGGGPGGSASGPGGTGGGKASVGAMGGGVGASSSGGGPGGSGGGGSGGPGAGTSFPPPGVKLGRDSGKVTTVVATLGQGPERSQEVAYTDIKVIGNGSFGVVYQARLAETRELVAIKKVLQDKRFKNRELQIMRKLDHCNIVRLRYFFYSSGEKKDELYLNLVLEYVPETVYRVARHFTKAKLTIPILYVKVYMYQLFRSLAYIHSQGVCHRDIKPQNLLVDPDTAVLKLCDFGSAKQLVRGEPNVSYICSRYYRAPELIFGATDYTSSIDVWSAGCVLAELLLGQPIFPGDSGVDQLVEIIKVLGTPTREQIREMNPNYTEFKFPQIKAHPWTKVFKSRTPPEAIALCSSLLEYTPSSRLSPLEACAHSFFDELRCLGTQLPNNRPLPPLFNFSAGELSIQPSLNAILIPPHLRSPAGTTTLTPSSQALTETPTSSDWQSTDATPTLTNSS
aSyn UTR inh = MLPCN primary screen, SNCA 5' untranslated region; AID 1813; alpha-synuclein 5'UTR reporter, inhibitor activity; 300,000 compounds, 0.82% hits; inhibition, % (tested at 7.5 µM); in the data active = inhibition above about 60%; inconclusive = no clear call, values can overlap the other calls;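 note: H4 neuroglioblastoma cells stably carrying SNCA 5'UTR luciferase fusion; 0% = DMSO wells and 100% = positive control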
HIF activator = HIF pathway transcriptional activation. U2OS HRE-luciferase reporter, luminescence; normalized: DMSO 0%, desferrioxamine 100%. activation, % at 7.5 µM (by protocol). 300,000 compounds, 0.32% hits;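 active = mean activation of at least 10% of the iron chelator positive control signal, with at least half of replicates also reaching 10%; inconclusive = mean and replicate majority disagree about reaching 10%; inactive = mean and most replicates under 10%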
GSK3beta inhib = inhibitors of human GSK3beta kinase | P49841 | GST-GSK3beta kinase, ADP-Glo luminescence, 60 min; active compounds read low | activity score (negative = inhibition), % at 10 µM | 300,000 compounds, 0.038% hits;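 active = more than half of replicate wells score below -50%, meaning over 50% inhibition versus plate controls; inconclusive = some replicates but at most half score below -50%; inactive = no replicate scores below -50%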;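 note: 0% = median DMSO wells and -100% = median GW8510 positive control wells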
Target sequence (P49841 whole entry, looked up): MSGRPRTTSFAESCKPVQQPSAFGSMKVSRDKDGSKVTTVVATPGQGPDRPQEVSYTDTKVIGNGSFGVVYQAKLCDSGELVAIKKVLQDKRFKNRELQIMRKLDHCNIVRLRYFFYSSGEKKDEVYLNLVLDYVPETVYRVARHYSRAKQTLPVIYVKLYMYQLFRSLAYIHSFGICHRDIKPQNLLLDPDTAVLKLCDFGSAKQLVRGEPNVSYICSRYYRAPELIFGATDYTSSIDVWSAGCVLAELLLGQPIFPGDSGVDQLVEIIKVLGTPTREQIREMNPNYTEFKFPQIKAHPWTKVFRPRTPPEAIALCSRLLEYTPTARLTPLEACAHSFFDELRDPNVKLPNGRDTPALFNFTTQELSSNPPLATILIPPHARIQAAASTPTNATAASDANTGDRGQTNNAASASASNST
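Test system: GST-fused GSK3beta enzyme, cell-free | Quantity: 1.6 ng GST-GSK3beta enzyme per well | Reagent: 25 µM ATP with peptide substrate | Schedule: 60 min enzyme reaction, room temperature | Signal: Luminescent ADP-Glo measurement of ADP formed | Read-out basis: Score relative to plate controls | Control set: DMSO and 20 µM GW8510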
Active calls of the source: *; ? = inconclusive; / = not tested or not shown.

Every second line gives: KLF5 inh, HSF1 inhib, IEC-6 cytotox, AI-2 QS modul, HSF-1 act, HSP90 refold inh, GSK3 alpha inh, aSyn UTR inh, HIF activator, GSK3beta inhib
(1) CCCCn1c(N)c(N(CCOC)C(=O)CCNC(=O)c2ccccc2Cl)c(=O)[nH]c1=O
    8, 0, -1, 7, 2, 3, 7, 14, -0.1, 1
(2) CCOC(=O)C1CCCN(C(=S)NC2CCCC2)C1 (stereo unspecified)
    4, 3, 2, 13, 2, 3, -1, 1, 0.0, 2
(3) CC1CCN(Cc2ccc(-c3nn[nH]n3)cc2)CC1
    -6, -4, -2, 24, -2, 2, 3, 11, -0.3, -4
(4) O=C(Cn1c(=O)c2c(ncn2Cc2ccccc2)n(Cc2ccccc2)c1=O)N1CCc2ccccc21
    -12, 6, 6, 17, -5, -4, 3, 37, 0.7, 5
(5) CC1=CC(C)(C)NC(=S)N1c1cccc(C)c1
    -20, 34, -5, -14, ?, 0, -2, 5, 0.0, 3
(6) COCc1cc(CN2CCCC(CNC(=O)c3ccc(F)cc3)C2)ccc1OC (stereo unspecified)
    -20, 2, -2, 6, 6, 0, 0, -12, -0.1, -3
(7) O=C(CNC(=O)c1ccccc1)OCC(=O)N1N=C(c2ccc(Cl)cc2)CC1c1ccco1 (stereo unspecified)
    -39, -4, -4, 13, -23, -2, -2, 11, -0.1, 1
(8) CCOc1ccccc1NC(=O)CN(C)S(=O)(=O)c1ccc(OC)c(C)c1
    -4, 7, 3, 10, 20, 0, -2, 14, -0.1, 0
(9) Cc1cc(N2CCC(N(C)C3CCCC3)CC2)nc2cc(O)ccc12
    13, -2, 3, 8, 5, -3, 1, 11, -0.4, 0
(10) O=C(C[n+]1cc(-c2ccc(Cl)c(Cl)c2)n2c1CCC2)c1cccs1
    -7, -5, -12, 11, 5, -2, 0, 0, 0.3, 1
(11) OC(CSc1ccccc1Cl)CN1CCN(c2ccc(F)cc2)CC1 (stereo unspecified)
    13, -9, -4, /, 1, -2, -1, 44, -0.4, /
(12) Cc1ccc(/C=C(\NC(=O)c2ccccc2)C(=O)N2CCCCC2)cc1
    -2, 3, -1, 0, -11, 0, -2, 14, -0.6, 2
(13) CCOc1ccccc1C(=O)NC1CCN(Cc2nnnn2C2CCCC2)CC1
    -20, 4, -1, 1, 2, -4, /, -4, -0.3, 2
(14) COc1ccc(S(=O)(=O)CCC(=O)NCCc2ccc(C)cc2)cc1
    -43, -21, -3, 18, -39, 0, -2, 4, -0.3, 2
(15) CN(CCCCOc1ccc(F)cc1)Cc1ccccc1
    -24, -4, 3, 13, -12, -1, 13, -9, -6.2, 0
(16) Cc1ccccc1-c1nnc(-c2ccc(Cl)cc2)o1
    -70, /, 2, 9, /, -3, -6, -234, 3.1, 0
(17) Cn1cc(C(=O)NCc2cccs2)c(=O)c2cc(S(=O)(=O)N3CCCC3)ccc21
    -3, -1, 2, 17, 0, 2, 0, 30, -0.7, 1
(18) CC(C)Oc1ccc(C(=O)NC(=S)Nc2ccc(CN3CCOCC3)cc2)cc1
    -23, 2, 1, 27, 9, -5, 1, -47, -0.1, 0
(19) Cc1ccc(S(=O)(=O)NCC(=O)N(CC(=O)NC(C)(C)C)Cc2cccs2)cc1
    -15, 2, 0, 14, 15, -1, -2, -4, -0.2, -2
(20) Cc1[nH]c(=O)[nH]c(=O)c1Cc1cccc2ccccc12
    -10, 1, -4, -3, 9, 2, 0, 35, -0.1, -3

Carrying on:
Every second line gives: KLF5 inh, HSF1 inhib, IEC-6 cytotox, AI-2 QS modul, HSF-1 act, HSP90 refold inh, GSK3 alpha inh, aSyn UTR inh, HIF activator, GSK3beta inhib
(21) CCn1c(=O)c(NC(=O)c2ccccc2)c2n(c1=S)CCCCC2
    -5, /, -4, 7, /, 1, 1, /, /, 1
(22) CCOc1ccccc1NC(=O)c1ccccc1N(C)S(C)(=O)=O
    -35, -2, 2, 18, 10, 0, -2, -21, -0.2, -1
(23) Cc1occc1C(=O)NCc1nc(-c2ccc(Cl)cc2)no1
    -22, -4, -2, -67, 15, -2, 0, -3, -0.3, 0
(24) CC(C)(C)c1cc(CCC(=O)NCc2ccncc2)cc(C(C)(C)C)c1O
    -12, -3, 6, 24, -15, -3, 1, -28, 1.4, 0
(25) Cc1cccc(CC(=O)NCC2CCCCC2)c1
    -78, 3, -10, 18, 15, -4, 0, -71, 1.0, 1
(26) CC1CN(c2nc3c(c(=O)n(Cc4ccc(Cl)cc4)c(=O)n3C)n2C)CC(C)O1 (stereo unspecified)
    -1, -3, -2, 12, 15, 0, -2, -22, -0.2, -4
(27) CCOC(=O)C1(Cc2cccc(OC)c2)CCN(Cc2cnc(SC)nc2)CC1
    -20, 4, -5, -6, 10, 1, 1, -14, -0.2, -3
(28) CCc1ccccc1N1CC(C(=O)Nc2nccs2)CC1=O (stereo unspecified)
    -8, 2, -6, 9, 18, -2, 8, 8, -1.4, -8
(29) O=C(Nc1sc(-c2ccccc2)cc1C(=O)O)c1ccccc1
    -133, 19, 0, 26, 37, -8, -2, -100, 2.2, 2
(30) CC(C)n1c(C(F)(F)F)nc2cc(C(=O)N3CCCCC3)ccc21
    10, -4, 3, /, 5, 0, 1, -9, -0.8, 0
(31) CSCCC(NC(=O)c1ccccc1)C(=O)Nc1ccc(C)cc1 (stereo unspecified)
    -18, 3, -6, 1, 13, 2, -1, 5, -0.1, 1
(32) CC(CN1CCCCC1)OC(=O)c1ccc2c(c1)OCO2 (stereo unspecified)
    -4, -5, -7, 7, 3, -1, -1, -13, 0.8, 7
(33) CC1(C)CCC(=O)N(c2ccc(OC(F)(F)F)cc2)C1=O
    -32, -8, -11, 14, 10, -5, -1, -6, -29, 0
(34) CC(C)N(CC(N)=O)C(=O)Cc1coc2cc3c(cc12)CCC3
    -10, 32, 4, 24, 30, -1, 2, -2, 0.1, -4
(35) c1ccc(-c2cc(-c3ccccc3)on2)cc1
    -142, 21, 6, 18, 41, 5, -2, -152, 2.1, 1
(36) COc1ccc(N2CCN(C(=O)c3ccc(C)c(Cl)c3)CC2)cc1
    -20, 2, -5, 9, 5, -2, -5, 1, -0.1, 6
(37) CCN(Cc1ccncc1)C(=O)c1cccs1
    -26, 5, -3, 37, 15, 1, -2, -25, 0.0, -2
(38) COc1ccccc1-c1cnn2c(NCc3ccccc3)cc(C)nc12
    -60, -12, 6, 1, -33, 6, -1, -75, -2.6, 0
(39) CCOc1ccc2nc(NC(=O)CSc3ccc(Cl)cc3)sc2c1
    -13, 32, -5, 37, 49, 0, 0, -35, 0.6, 2
(40) Cc1nc2ccccc2n1CC(O)COCC1CC=CCC1 (stereo unspecified)
    -11, 42, 4, 13, 87*, -4, -1, -25, 0.4, 0

(more compounds)
Every second line gives: KLF5 inh, HSF1 inhib, IEC-6 cytotox, AI-2 QS modul, HSF-1 act, HSP90 refold inh, GSK3 alpha inh, aSyn UTR inh, HIF activator, GSK3beta inhib
(41) Cc1ccc(C(=O)N/C(=C/c2cn(-c3ccccc3)nc2-c2ccccc2)C(=O)O)cc1
    -3, -6, 2, 27, 9, -1, -7, 5, -6.5, 4
(42) COc1cc(C(=O)NCc2nnc(SCC(=O)N3CCCCCC3)o2)cc(OC)c1OC
    -17, -19, -2, 33, -36, 1, 0, 16, 0.9, /
(43) CC1CN(S(=O)(=O)c2cccc(C(=O)Nc3ccc4c(c3)CCC4)c2)CC(C)O1 (stereo unspecified)
    3, 8, 4, 13, 11, 2, 7, -26, 0.4, 0
(44) O=C(CN1CCCC1)Nc1ccccc1Sc1ccc(Cl)cc1
    -26, -9, 4, -5, 2, 1, -6, -30, -0.6, 2
(45) CCOC(=O)C1CCN(Cc2ccc(F)c(F)c2)CC1
    0, -2, -6, 3, 12, 2, -1, -12, -0.3, -4
(46) CCOC(=O)C1(CCOc2ccccc2)CCN(Cc2nccn2CC)CC1
    -10, 0, 0, 29, -5, 0, /, 20, 0.1, -1
(47) CCOc1ccc(S(=O)(=O)N(C)c2ccc(OCC(=O)N3c4ccc(C)cc4C4CN(C)CCC43)cc2)cc1 (stereo unspecified)
    -16, -1, 0, 16, 3, 5, 0, -16, -0.6, -1
(48) Cc1ncn2cc(-c3ccc(Cl)cc3Cl)[nH]c(=O)c12
    24, -8, 8, 15, -8, 4, 1, 25, 0.4, 4
(49) Cc1onc(-c2ccccc2)c1NC(=O)N(CCC(=O)O)Cc1ccccc1
    -10, 1, -2, 10, 7, -1, -1, 9, 0.1, -3
(50) COc1cccc(NC(=O)CN(C)C(=O)c2ccc(-c3cccc(C(F)(F)F)c3)o2)c1
    /, 1, /, 5, -1, /, 1, 13, 0.2, 2
(51) CCc1nc(SCC(=O)Nc2cc(C)ccc2OC)c2c(C)c(C)sc2n1
    1, 1, -1, 15, -2, 0, 0, -9, -0.4, -1
(52) Brc1ccc2c(c1)C(C1=NCCN1)c1ccccc1CS2 (stereo unspecified)
    59, 0, 67*, 10, 2, -6, 8, 42, -0.7, 9
(53) CCS(=O)(=O)c1nc2ccccc2n1CC(=O)N1CCCCC1
    -6, -7, 9, 26, -26, 1, 3, 17, 0.0, 1
(54) CC(C)(C)OC(=O)N1CCC[C@H]1c1nnc(SC/C=C/c2ccccc2)o1
    0, 29, -6, 7, 13, 4, -2, -4, -0.1, 0
(55) CC1=NNC(=O)C1CCC(=O)N/N=C(/C)c1ccc([N+](=O)[O-])cc1 (stereo unspecified)
    -35, /, 0, 12, /, -3, 4, 15, 0.7, 1
(56) Cc1onc(-c2c(F)cccc2Cl)c1C(=O)ONC(=O)c1ccccc1
    -3, -6, 0, 9, -5, 1, -3, 7, 0.5, 3
(57) Cc1ccc(S(=O)(=O)N2C(=O)CCC2C(=O)O/N=C(\N)c2cccc([N+](=O)[O-])c2)cc1 (stereo unspecified)
    -1, -6, -3, 7, -8, 3, -3, 1, 2.2, 0
(58) O=S1(=O)CCOC[C@H](CC2CCCCC2)N1Cc1cccc(C(F)(F)F)c1
    -12, -1, -3, 10, -4, -2, -1, 14, -1.4, 7
(59) Cc1cc(NC(=O)NC(=O)c2ccccc2F)no1
    -119, 15, -10, 6, 24, -2, -4, -109, 3.0, -2
(60) CCCS(=O)(=O)c1c(S(=O)(=O)CCC)c2c(N)cccn2c1C(=O)c1ccccc1
    14, -2, -3, 30, -5, 3, 0, 2, 0.0, -1
